H1N1 NS1A inhibition = H1N1 influenza NS1A inhibitors, functional cell based assay (AID 504329); one-dose inhibition, % at 12.5 µM; IC50 in µM for titrated hits; NS1A functional cell-based assay, percent inhibition; higher % means a stronger effect; 340,000 compounds, 0.3% hits; in the data active = a potency from the dose series; inconclusive = inhibition above about 27% without an active follow-up result; note: strong numbers were not always called active
M. tuberculosis = growth inhibition of non-replicating M. tuberculosis (AID 488890); Mycobacterium tuberculosis non-replicating, growth inhibition; higher % means a stronger effect; one-dose inhibition, % at 25 µM; IC50 in µM for titrated hits; 320,000 compounds, 0.39% hits; in the data active = a potency from the dose series; inconclusive = inhibition mostly from about 82% at the one dose, without a potency; inactive = the rest, 99 in 100 with inhibition below about 76%;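 note: plate controls were DMSO cells for no effect and high antibiotic wells for full effect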
M. tuberculosis HTS = M. tuberculosis growth inhibition, HTS (AID 449762) | M. tuberculosis H37Rv growth inhibition, 7H9 media; higher % means a stronger effect | one-dose inhibition, % at 25 µM; IC50 in µM for titrated hits | 330,000 compounds, 0.59% hits; in the data active = a potency from the dose series; inconclusive = inhibition above about 70% without an active follow-up result;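 note: bacterial growth assessed after seven days of incubation; strong numbers were not always called active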
inhibitors of VEEV = inhibitors of VEEV TC-83 cytopathic effect, confirmation, Vero cells (AID 588727). Vero cells, VEEV TC-83 cytopathic effect inhibition; higher % means a stronger effect. inhibition, % at 20 µM, or IC50 in µM where a hit was titrated. 350,000 compounds, 0.13% hits; in the data active = a potency from the dose series; inconclusive = inhibition mostly from about 14% at the one dose, without a potency; inactive = the rest, 99 in 100 with inhibition below about 12%; note: strong numbers were not always called active
Salmonella PhoP GFP = Inhibition of PhoP regulon, Salmonella typhi GFP reporter cells, confirmation, 4 h (AID 1850); 310,000 compounds, 0.33% hits; Salmonella Typhi PhoP-promoter GFP reporter, fluorescence, 4 h; higher % means a stronger effect; inhibition, % at 50 µM, or IC50 in µM where a hit was titrated; in the data active = a potency from the dose series; inconclusive = inhibition mostly from about 25% at the one dose, without a potency; inactive = the rest, 99 in 100 with inhibition below about 19%;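 note: 0% = induced wells with vehicle and 100% = uninduced wells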
inhibitors of VEEV 10K pilot screen = also measured in inhibitors of VEEV; calls as there; inhibition, %; measured here: 10K pilot screen inhibition
Starred values were filed as active, the others as inactive; i = inactive; ? = inconclusive; . = no result given.

SMILES	H1N1 NS1A inhibition	M. tuberculosis	M. tuberculosis HTS	inhibitors of VEEV	Salmonella PhoP GFP	others
O=S(=O)(NCCc1c[nH]c2ccccc12)c1ccc(F)cc1	0%	.	.	1.0%	.
Cc1nc2ccccc2c(=O)n1/N=C/c1ccccc1F	-8%	12%	0%	1.4%	0%
CCN(CC)c1ccc(/C=C(\C#N)C(N)=O)cc1	2%	.	.	0.3%	.
CC1CC(C)CN(C(=O)CSCC(=O)O)C1 (configuration not stated)	11%	-1%	-9%	13%	6%
O=c1[nH]c2cc3c(cc2cc1CN(Cc1ccccc1)Cc1nnnn1Cc1ccco1)OCCO3	12%	.	.	9.3%	.
O=C(COC(=O)/C=C/c1ccc(F)cc1)Nc1ccccc1-c1ccccc1	4%	5%	5%	1.5%	-4%
CC(C)OCCCNC(=O)c1cc(S(=O)(=O)N2CCc3ccccc32)cn1C	1%	-16%	-7%	1.5%	-3%	inhibitors of VEEV 10K pilot screen=1.2
Cc1c(C=NNC(=O)c2ccc(Br)cc2)c2ccccn2c1C(=O)c1ccncc1	-6%	-5%	3%	0.1%	.
COCCCNC(=O)c1ccccc1Sc1ccc(NC(C)=O)nc1	0%	-4%	5%	1.5%	12%
NS(=O)(=O)c1cccc(NC(=O)COC(=O)Cn2cc(C(F)(F)F)ccc2=O)c1	-8%	-1%	6%	0.6%	.
COc1ccc(N(Cc2cc(=O)[nH]c3ccccc23)C(=O)C(C)C)cc1	2%	5%	-7%	0.8%	9%
CN(CCCNC(=O)c1cc2c(Cl)nc3ccccc3c2s1)Cc1ccccc1	12%	?	41µM*	5.9%	-7%	inhibitors of VEEV 10K pilot screen=15
CC(=O)Nc1ccc(NC(=O)C(C)OC(=O)CNC(=O)c2ccc(-c3ccccc3)cc2)cc1 (configuration not stated)	-4%	-6%	0%	1.7%	3%
Cc1cc(C(C)(C)C)cc(S(=O)(=O)NCCc2ccncc2)c1C	-1%	0%	-5%	3.5%	-11%
CCCn1c(SCC(=O)N2CCCCC2)nnc1-c1ccco1	3%	-13%	-7%	1.2%	5%
COc1ccc(Br)cc1/C=N/NC(=O)c1ccc2nc[nH]c2c1	15%	6%	3%	2.5%	-10%
Cc1nn(CC(=O)NCCc2ccco2)c(=O)c2nn(-c3ccccc3)c(C)c12	-3%	5%	-4%	0.3%	8%
CC(=O)CCC1CC(c2ccc(Cl)cc2)=NO1 (configuration not stated)	-1%	2.4µM*	9%	i	8%
Cc1ccccc1N(CC(=O)N1CCCCCC1)S(C)(=O)=O	0%	-7%	9%	1.3%	3%
COc1ccccc1/C=C/C1(C(=O)NC2CCCC2)CC(=O)N1c1ccc(F)cc1 (configuration not stated)	10%	56%	-6%	11%	-14%

Of the compounds above, two contain a Cl atom:
SMILES	H1N1 NS1A inhibition	M. tuberculosis	M. tuberculosis HTS	inhibitors of VEEV	Salmonella PhoP GFP	others
CN(CCCNC(=O)c1cc2c(Cl)nc3ccccc3c2s1)Cc1ccccc1	12%	?	41µM*	5.9%	-7%	inhibitors of VEEV 10K pilot screen=15
CC(=O)CCC1CC(c2ccc(Cl)cc2)=NO1 (configuration not stated)	-1%	2.4µM*	9%	i	8%

The listing picks up, repeating the 4 entries before the break.
SMILES	H1N1 NS1A inhibition	M. tuberculosis	M. tuberculosis HTS	inhibitors of VEEV	Salmonella PhoP GFP	others
Cc1nn(CC(=O)NCCc2ccco2)c(=O)c2nn(-c3ccccc3)c(C)c12	-3%	5%	-4%	0.3%	8%
CC(=O)CCC1CC(c2ccc(Cl)cc2)=NO1 (configuration not stated)	-1%	2.4µM*	9%	i	8%
Cc1ccccc1N(CC(=O)N1CCCCCC1)S(C)(=O)=O	0%	-7%	9%	1.3%	3%
COc1ccccc1/C=C/C1(C(=O)NC2CCCC2)CC(=O)N1c1ccc(F)cc1 (configuration not stated)	10%	56%	-6%	11%	-14%
N#Cc1nc(COc2ccc(Cl)cc2)oc1N1CCCC1	23%	24%	0%	i	-4%
Cc1cccc(NC(=O)/C(=C\c2ccco2)NC(=O)c2ccccc2)c1	-17%	-3%	9%	0.8%	-2%
COc1ccc(NC(=O)COc2cc(C)cc(C)c2)cc1S(=O)(=O)N1CCCCC1	-5%	-2%	-2%	7.7%	10%
CC(=O)c1c(C)[n+]([O-])c2ccc3c(non3O)c12	19%	-2%	-6%	0.6%	15%
COc1ccc(CN(C)C(=O)Cn2ccsc2=N)cc1OC	-1%	-5%	-2%	0.5%	10%
N#Cc1ccc(/C=C\c2nccc3c2[nH]c2ccccc23)cc1	-17%	5%	23%	i	9%
C=CCCCCc1nc2ccccc2c(=O)n1N	1%	41%	6%	0.9%	-4%
COc1cc(NC(=O)c2cccs2)c(C(=O)OCC(=O)c2cc(C)n(-c3ccc(F)cc3)c2C)cc1OC	-5%	2%	-10%	0.7%	-2%
O=C1NC(=S)NC(=O)C1c1ccccc1	0%	.	.	0.8%	.
O=C(Cn1cc(C(=S)N2CCOCC2)c2ccccc21)N1CCOCC1	-4%	10%	7%	1.1%	-3%
N#CC1(NC(=O)COc2ccc3ccc(=O)oc3c2)CCCCC1	-6%	-1%	-14%	3.6%	6%
O=C(Nc1ccc2c(c1)OCCO2)C1CCN(c2nnnn2-c2ccccc2)CC1	2%	16%	-18%	0.5%	2%
CCn1c(=O)c(CCC(=O)N2CCOCC2)c(C)c2c(C)nn(-c3ccccc3)c21	-3%	19%	12%	12%	7%
COc1ccc(-n2cc(-c3ccccc3)c3c(N4CCOCC4)ncnc32)cc1	9%	19%	14%	10%	2%
CN(c1ccccc1)S(=O)(=O)c1ccc(C(=O)Nc2nnc(-c3ccc(F)cc3)o2)cc1	.	88%	3%	.	-3%
Cc1ccc2nc(NC(=O)C3CCN(S(=O)(=O)c4cccc5nsnc45)CC3)sc2c1	10%	-3%	4%	8.3%	-6%
N#Cc1nc(Cc2ccccc2)oc1NCCc1ccccc1	-3%	37%	-3%	3.1%	5%
Cc1cc(C)n2nc(C(=O)OCC(=O)N(C)Cc3ccccc3)nc2n1	-8%	-10%	0%	2.8%	-7%
COc1ccc(Br)cc1CN1C(=O)NC2(CCCCCC2)C1=O	2%	21%	7%	4.0%	-10%
Cc1ccc(NC(=O)CN(C)C(=O)C(C)N2CCN(Cc3ccccc3C)CC2)cc1 (configuration not stated)	-17%	19%	-10%	i	.
CCOc1ccc(NC(=O)[C@@H](NC(=O)OCc2ccccc2)[C@@H](C)CC)cc1	8%	-3%	-4%	0.6%	-3%
C=CCc1cc(Cl)ccc1OCCOCCNCCOC	7%	13%	-12%	0.1%	-5%
Cn1c(=O)c2c(nc(N3CCOCC3)n2CCCNC2=NCCC2)n(C)c1=O	-11%	10%	5%	0.9%	-3%
CCCCn1c(N)c(N(CCOC)C(=O)c2c(-c3ccccc3)noc2C)c(=O)[nH]c1=O	5%	3%	-1%	1.7%	-5%
O=C(Cc1ccc(Br)cc1)N1CCN(Cc2ccccc2)CC1	13%	35%	-6%	1.5%	8%	inhibitors of VEEV 10K pilot screen=3.5
O=C(CN1CC(c2ccccc2)CC1=O)Nc1ccc2c(c1)OCO2 (configuration not stated)	-4%	6%	2%	i	-10%
CCCOC(=O)c1[nH]c2c(c1C)C(=O)CC(c1cccs1)C2 (configuration not stated)	6%	-17%	-1%	8.7%	-4%
O=C(Nc1ccc(O)cc1)c1cccc(Oc2ccc([N+](=O)[O-])cc2)c1	1%	38%	6%	7.3%	-2%
Cc1ccc(C(=O)NCC(=O)OCC(=O)c2ccc3c(c2)OCCO3)cc1C	12%	6%	-2%	1.5%	15%
Cn1c(SCC(=O)c2ccc(F)cc2)nnc1-c1ccccn1	0%	-19%	-9%	4.5%	-4%
NNC(=O)c1cnn(Cc2ccccc2)c1N	2%	2%	-1%	0.8%	-6%	inhibitors of VEEV 10K pilot screen=1.8
COC(=O)C1=C(C(=O)c2ccccc2)C(c2ccc(O)c(OC)c2)n2nnnc2N1 (configuration not stated)	14%	3%	4%	0.7%	2%
COc1ccc(C(=O)Nc2ccc3c(c2)n(C)c(=O)n3C)cc1OC	1%	9%	4%	2.2%	-3%
CCOC(=O)c1oc2c(CN3CCN(C)CC3)c(O)ccc2c(=O)c1-c1ccc(Br)cc1	6%	0%	3%	1.3%	-9%
CCCCCCCCCC[N+](C)(C)CC/C=C1/c2ccccc2Sc2ccc(Cl)cc21	10%	?	?	i	13µM*
Cc1cc(C)n2nc(C(=O)OCC(=O)c3ccccc3)nc2n1	0%	2%	-8%	0.1%	.
CC(=O)OC(C(=O)NC1CCCCC1)c1cccc(F)c1 (configuration not stated)	-12%	4%	-4%	i	3%
Cc1cc(C)c(S(=O)(=O)NCc2nc3nc(C)cc(C)n3n2)c(C)c1	7%	-6%	11%	0.1%	2%
Cc1cccc2sc(NNC(=O)c3ccc(S(=O)(=O)N4CC(C)CC(C)C4)cc3)nc12 (configuration not stated)	-4%	8%	3%	i	-3%
CCCn1c(=O)c(C(=O)NNC(=O)c2ccccc2[N+](=O)[O-])c(O)c2ccccc21	-19%	-11%	4%	2.5%	3%
Cc1ccc2cc(C)c3nnc(SCC(=O)N4CCCc5ccccc54)n3c2c1C	.	0%	-7%	.	4%
Cc1nc2nc(-c3ccc(Cl)cc3)cn2nc1C	-4%	3%	1%	0.3%	-4%
O=C(/C=C/c1ccco1)NCCc1ccc(F)cc1	12%	62%	0%	0.2%	2%
CCOc1ccc(-c2nnn(CC#N)n2)cc1OC	1%	3%	9%	i	8%
O=c1c2ccccc2sc2ccc(NCCCN3CCOCC3)cc12	-5%	43%	14%	38%	-15%
NS(=O)(=O)c1ccc(CCNC(=O)c2cccnc2)cc1	4%	6%	-11%	0.3%	-1%
Cc1ccc(S(=O)(=O)C2(C(=O)N3CCCCCC3)CC2)cc1	8%	-2%	-5%	1.3%	8%
O=C(c1ccc(S(=O)(=O)c2ccccc2)cc1)N1CCc2ccccc2C1	-3%	10%	-7%	1.6%	1%
CCOC(=O)/C(=N\Nc1ccccc1Cl)N1CCN(c2ccccc2OC)CC1	-2%	19%	7%	4.6%	-4%
CC(C)n1c(=O)c(C=Nc2ccc(F)cc2)c(O)n(Cc2ccco2)c1=O	-2%	34%	1%	0.0%	-6%
COc1ccc(NC(=O)Cc2cccc3ccccc23)cc1	-5%	24%	-13%	1.9%	-9%
Cc1ccc(SC(C)C(=O)O/N=C(\N)c2ccncc2)cc1 (configuration not stated)	15%	38%	-6%	2.0%	-8%
Cc1cccc(C)c1NC(=O)CNC(=O)C(Cc1ccccc1)NC(=O)c1ccccc1 (configuration not stated)	20%	7%	0%	i	-4%
COc1ccc(C(=O)NC(=S)N2CCCCC2)cc1[N+](=O)[O-]	-28%	8%	-27%	0.4%	-13%
Cn1c(O)c(C=NCCN2CCNCC2)c(=O)n(C)c1=O	8%	-7%	-7%	5.8%	0%
Cc1ccc(S(=O)(=O)N(CCC(=O)O)Cc2ccc(Cl)cc2)cc1	1%	-2%	-3%	0.6%	-3%
O=C(c1ccc(Cl)cc1Cl)C1(n2cncn2)Oc2ccccc2C1O (configuration not stated)	3%	5%	-9%	4.5%	-14%
Cc1cccc(C)c1NC(=S)/C(=C(\[O-])c1cccs1)[n+]1ccccc1	-2%	-3%	-5%	0.1%	-6%
CC1CN1P(=O)(Oc1ccccc1)N1CC1C (configuration not stated)	-15%	.	.	i	.
CCc1ccc(/C=C/c2c[nH]c3ccccc23)[n+](CC)c1	4%	67%	-5%	i	3%

Continued.
SMILES	H1N1 NS1A inhibition	M. tuberculosis	M. tuberculosis HTS	inhibitors of VEEV	Salmonella PhoP GFP	others
O=S(=O)(NCCCCCNS(=O)(=O)c1ccccc1)c1ccccc1	-4%	18%	3%	7.0%	-10%
O=C(NCC(F)(F)F)Nc1nnc(C(F)(F)F)s1	9%	?	-6%	i	-5%
Cc1cc(C(=O)CSc2nnc(C3CC3)n2C2CC2)c(C)n1C(C)C	4%	17%	-3%	1.2%	.
COc1ccccc1NC(=O)NN1CCCCC1	4%	-5%	-5%	i	2%
COc1ccc(CCNC(=O)CN2CCN(Cc3ccccc3F)C2=O)cc1OC	-18%	-11%	-3%	0.2%	-1%
CCOc1ccc(S(=O)(=O)Nc2ccccc2C(=O)N(C)C2CCN(C)CC2)cc1	-12%	-2%	-5%	i	.
CC(C)(C)c1ccc(C(=O)NC2CCS(=O)(=O)C2)cc1 (configuration not stated)	5%	5%	1%	0.9%	13%
CCn1c(SCC(=O)N2CCCc3ccccc32)nnc1-c1ccco1	9%	-5%	-9%	i	10%
COc1ccc(OC)c(S(=O)(=O)N(C)CC(=O)N2CCN(c3ccc(F)cc3)CC2)c1	2%	18%	8%	0.8%	3%
O=c1c2ccccc2nnn1CSc1nnc2sc3ccccc3n12	.	-5%	1%	.	9%
